DDE Tn7 FP inh = DD(E)-Tn7 binding inhibition, primary FP screen | P02675 | FP displacement of FITC-Tn7 peptide from fibrin DD(E); 0% = median of compound wells per plate | inhibition, % at 8.3 µM | actives 0.13% (n = 370,000);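 active = inhibition above the mean of compounds falling within the control limits plus 3 SD of them, cut at about 14% in these data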;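 note: 0% = plate median of compound wells and 100% = 10 µM Aha-Tn7 peptide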
Target sequence (P02675 whole entry, looked up): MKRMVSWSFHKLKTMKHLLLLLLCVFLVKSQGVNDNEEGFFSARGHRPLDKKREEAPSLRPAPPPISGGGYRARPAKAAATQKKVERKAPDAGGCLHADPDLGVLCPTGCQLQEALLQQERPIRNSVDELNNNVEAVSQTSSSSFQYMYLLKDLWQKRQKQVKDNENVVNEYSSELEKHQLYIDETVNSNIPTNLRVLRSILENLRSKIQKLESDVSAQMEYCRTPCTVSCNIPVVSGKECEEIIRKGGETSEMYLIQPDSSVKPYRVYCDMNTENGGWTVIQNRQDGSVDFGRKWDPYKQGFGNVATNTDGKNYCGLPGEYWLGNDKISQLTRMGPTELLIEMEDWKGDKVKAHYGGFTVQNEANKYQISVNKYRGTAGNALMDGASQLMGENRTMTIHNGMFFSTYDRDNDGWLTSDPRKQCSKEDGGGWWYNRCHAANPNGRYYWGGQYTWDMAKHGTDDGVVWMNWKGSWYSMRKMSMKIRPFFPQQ
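Test system: human clot-derived fibrin DD(E) complex / Quantity: 2 µM final DD(E) protein / Incubation: 10 min plus 3 h, room temperature / Measured by: fluorescence polarization / Benchmarks: high control of 10 µM Aha-Tn7 peptide / Replicates: singlicate testing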
ASAP1 inh = blocks human ASAP1-stimulated Arf1 GTP hydrolysis; GDP FP detection; inhibition, % at 16.5 µM; actives 0.19% (n = 360,000); Q9ULH1; in the data active = inhibition above about 25%;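 note: 0% = vehicle with enzyme and substrate and 100% = no enzyme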
ADAM10 inh = ADAM10 inhibition, QFRET primary screen | O14672 | actives 0.62% (n = 370,000) | inhibition, % at 7 µM | recombinant ADAM10, EDANS/DABCYL FRET peptide cleavage, 3 h | AID 720582;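 active = inhibition above a per-campaign cutoff equal to the mean of compounds falling between control-based bounds plus 3 SD, cut at about 20% in these data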;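 note: 0% = DMSO wells while the 100% control is not disclosed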
ARFGAP1 inh = inhibitors of rat ARFGAP1; Q62848; Arfgap1-stimulated ARF1 GTP hydrolysis, GDP FP detection; inhibition, % at 16.5 µM; actives 0.26% (n = 360,000); AID 651572;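 active = inhibition above a per-plate limit, mean inhibition of low control wells plus 3 SD, cut at about 25% in these data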;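 note: 0% = DMSO wells with enzyme and 100% = wells lacking Arfgap1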
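Material – truncated rat Arfgap1 GAP domain · Buffer or medium – HEPES-based buffer, pH 7.5 · Reagent – human ARF1(Δ1-17)-GTP substrate · Dosing – 16.5 µM single point, 1.26% DMSO · Schedule – GTP hydrolysis reaction 2 h at 25 °C · Technique – GDP detection by fluorescence polarization · Benchmarks – No-Arfgap1 wells (100%) versus DMSO full-reaction wells (0%) · Repeats – single replicate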
SIAE inh = inhibitors of human sialic acid acetylesterase SIAE. SIAE FP-Rh probe binding, fluorescence polarization. actives 0.69% (n = 370,000). inhibition, % at 9.66 µM. Q9HAT2;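 active = inhibition above a cutoff: mean of compounds within the control limits plus 3 SD of those, cut at about 17% in these data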;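 note: 0% = plate median of compound wells and 100% = probe without SIAE protein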
TDP2 inh = TDP2 (human) inhibition, absorbance primary screen; O95551; recombinant TDP2, T5PNP hydrolysis, p-nitrophenol absorbance 415 nm; inhibition, % at 12.8 µM; actives 0.34% (n = 370,000);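 active = inhibition above the mean of all tested compounds plus 3 SD, set per campaign, cut at about 25% in these data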;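 note: 0% = DMSO with enzyme and 100% = buffer with substrate but no TDP2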
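test system = human TDP2 enzyme | input = TDP2 enzyme at 120 nM final | medium = 50 mM Tris-HCl pH 7.5 with Mg2+, KCl, DTT, BSA | also added = T5PNP substrate, 5 mM | times = 2 h at 37 °C | technique = epi absorbance | benchmarks = high control without enzyme, low control DMSO plus TDP2 | replication = each compound tested once, singlicate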
Tn6 DDE FP = disrupts Tn6 cyclic peptide binding to fibrin D-Dimer-E complex. Fibrin DD(E) TRITC-Tn6 fluorescence polarization displacement. inhibition, % at 8.3 µM. actives 0.21% (n = 370,000). AID 720509;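 active = inhibition above a per-campaign cutoff: mean of compounds within control limits plus 3 SD, cut at about 15% in these data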;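 note: 0% = median of all compound wells on the plate and 100% = blocking peptide control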
PLCg1 inh = inhibitors of human phospholipase C gamma1 | P19174 | inhibition, % at 12.2 µM | actives 0.84% (n = 370,000) | purified PLC-gamma1, fluorogenic substrate, fluorescence | AID 720700; in the data active = inhibition above about 9.5%
ADAM17 inh = inhibitors of human ADAM17; actives 0.83% (n = 370,000); inhibition, % at 6.95 µM; recombinant ADAM17, EDANS/DABCYL FRET peptide cleavage;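 active = inhibition above the mean of compounds lying between control limits plus 3 SD, set per campaign, cut at about 8.5% in these data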;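 note: 0% = DMSO-only wells as the low control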
Target sequence (P78536 215-824 limits assumed): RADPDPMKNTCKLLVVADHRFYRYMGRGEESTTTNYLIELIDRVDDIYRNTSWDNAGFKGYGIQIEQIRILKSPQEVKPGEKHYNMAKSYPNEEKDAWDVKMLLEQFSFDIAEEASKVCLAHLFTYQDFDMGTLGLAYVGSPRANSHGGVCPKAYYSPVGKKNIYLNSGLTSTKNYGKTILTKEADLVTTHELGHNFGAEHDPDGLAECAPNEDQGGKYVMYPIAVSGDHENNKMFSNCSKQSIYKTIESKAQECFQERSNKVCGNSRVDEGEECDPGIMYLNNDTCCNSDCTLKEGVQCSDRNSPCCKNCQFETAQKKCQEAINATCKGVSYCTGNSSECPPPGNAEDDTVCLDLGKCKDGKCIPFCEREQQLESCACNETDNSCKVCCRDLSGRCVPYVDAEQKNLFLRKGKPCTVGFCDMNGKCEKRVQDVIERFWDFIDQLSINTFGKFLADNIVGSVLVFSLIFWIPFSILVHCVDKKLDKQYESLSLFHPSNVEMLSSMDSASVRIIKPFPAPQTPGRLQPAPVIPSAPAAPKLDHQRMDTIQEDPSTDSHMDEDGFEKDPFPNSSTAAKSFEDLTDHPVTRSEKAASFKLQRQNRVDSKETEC
PLCb3 inh = blocks human PLC-beta3 enzyme activity. inhibition, % at 12.2 µM. AID 720704. actives 0.18% (n = 370,000). Purified PLC-beta3, fluorogenic substrate, fluorescence; in the data active = inhibition above about 11%;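 note: 0% = median of compound wells on plate and 100% = full blocker control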
* hit, by the source's call; i = inactive; / = not tested or not shown.

SMILES	DDE Tn7 FP inh	ASAP1 inh	ADAM10 inh	ARFGAP1 inh	SIAE inh	TDP2 inh	Tn6 DDE FP	PLCg1 inh	ADAM17 inh	PLCb3 inh
CSc1ccc(NC(=O)NCCCN2CCC(Cc3ccccc3)CC2)cc1	3	6	-3	19	1	-4	-10	4	-3	-1
CCOc1ccc(NC(=O)c2c(OC)cccc2OC)cc1	0	-8	-6	4	-2	-1	0	-1	-2	-1
CCOc1ccc(S(=O)(=O)NCCC(=O)NCC2COc3ccccc3O2)cc1 (stereo not given)	0	-6	-4	-9	-1	2	4	0	0	-3
CCOc1cc(/C=C2/C(=N)N3N=C(CC)SC3=NC2=O)ccc1OC(=O)c1ccco1	5	-15	-92	-12	-4	9	-3	-15	-32	-33
CCCCc1ccc(-c2nn[nH]n2)nc1	3	14	-17	-16	2	-7	2	4	-2	-2
CC(C)c1ccc(OCC(=O)NNC(=O)c2cnccn2)cc1	-2	-5	5	-10	6	-2	5	3	-2	-8
CCCc1ncc(CN2CCCCC2C(=O)Nc2ccc(Oc3ccccc3)nc2)cn1 (stereo not given)	1	-8	6	7	-6	19	2	2	-2	-4
Cn1cc(C(=O)NS(=O)(=O)Nc2ccc(Br)cn2)c2ccccc21	7	-13	1	-5	-1	8	-2	1	0	-8
Cc1cc(C)nc(/N=C(\N)N2CCCCCC2)n1	8	-16	-1	-6	-11	-5	7	0	2	1
CCN(CC)c1c([N+](=O)[O-])c(=O)n(CC)c2ccccc12	2	8	2	2	1	7	-4	0	-5	1
CCC(CC)C(=O)Nc1ccccc1-n1cccc1	3	-7	-6	-3	3	-9	-3	-2	-3	0
CCSc1nnc(Cc2cc(=O)[nH]c(=O)[nH]2)n1-c1cccc(C)c1	-3	6	-18	-2	2	-14	-1	-2	3	-5
CNS(=O)(=O)c1ccc(CNC[C@H]2O[C@@H](n3cnc4c(=O)[nH]c(N)nc43)[C@H](O)[C@@H]2O)cc1	2	20	2	-3	-8	-10	5	1	-1	-1
COc1ccc(OC)c(NC(=O)C2CC(=O)N(Cc3ccco3)C2)c1 (stereo not given)	4	-3	-7	11	2	-13	-1	1	-1	-8
Cc1ccc(SCC(=O)NC(=O)NC(C)C)c(C)c1	-2	-4	4	13	1	-3	0	2	-1	-3
N=C1C(=O)OCC1c1ccccc1NC(=O)Nc1ccccc1 (stereo not given)	1	-7	-24	-5	1	8	8	-158	-6	-248
O=C(O)c1ccc2c(=O)n3c(nc2c1)/C(=C/c1ccccc1OC(F)F)CC3	6	3	-12	-1	-12	-1	2	-21	-12	-25
CC1Cn2c(nnc2-c2ccccc2O)S1 (stereo not given)	0	0	-12	0	-1	7	0	0	-2	3
CCOC(=O)Cn1c(=N)n(Cc2ccccc2)c2ccccc21	6	-5	6	-2	-5	-10	3	9	1	5
COCCNC(=O)C(C)N1c2cccc3cccc(c23)S1(=O)=O (stereo not given)	-3	0	-166	2	3	2	6	-160	-54	-217
Cc1cccc(C)c1NC(=O)c1sccc1SCC#N	2	-2	5	-11	6	0	-2	-1	-2	1
C=CCN1c2ccccc2[C@]23C[C@@H](C(=O)OC)N(C(=O)c4cccs4)C2=NC(C(=O)OC)=C(C(=O)OC)[C@H]13	-5	-7	0	-12	3	-6	3	0	2	0
COc1ccc(-c2c(NC(=O)c3ccco3)oc3c(C)cccc3c2=O)cc1OC	-2	7	9	-6	5	-19	2	-32	-2	-57
CCC(C)NC(=O)C1(C)CCC(=O)N1CCc1ccc(OC)c(OC)c1 (stereo not given)	-1	1	-1	-12	-3	4	7	-2	-7	0
COc1ccc(N2CC(C(=O)Nc3ccccc3C(=O)NCc3ccco3)CC2=O)cc1 (stereo not given)	0	11	-1	-7	-5	1	0	-1	-2	-4

Quoted from the listing:
ARFGAP1 inh result of CNS(=O)(=O)c1ccc(CNC[C@H]2O[C@@H](n3cnc4c(=O)[nH]c(N)nc43)[C@H](O)[C@@H]2O)cc1 : -3
PLCb3 inh result of CC1Cn2c(nnc2-c2ccccc2O)S1 (stereo not given) : 3
ADAM17 inh result of COc1ccc(N2CC(C(=O)Nc3ccccc3C(=O)NCc3ccco3)CC2=O)cc1 (stereo not given) : -2
TDP2 inh result of Cc1cc(C)nc(/N=C(\N)N2CCCCCC2)n1 : -5
PLCg1 inh result of CCC(CC)C(=O)Nc1ccccc1-n1cccc1 : -2

Returning to the listing with the 4 entries that preceded the break.
SMILES	DDE Tn7 FP inh	ASAP1 inh	ADAM10 inh	ARFGAP1 inh	SIAE inh	TDP2 inh	Tn6 DDE FP	PLCg1 inh	ADAM17 inh	PLCb3 inh
C=CCN1c2ccccc2[C@]23C[C@@H](C(=O)OC)N(C(=O)c4cccs4)C2=NC(C(=O)OC)=C(C(=O)OC)[C@H]13	-5	-7	0	-12	3	-6	3	0	2	0
COc1ccc(-c2c(NC(=O)c3ccco3)oc3c(C)cccc3c2=O)cc1OC	-2	7	9	-6	5	-19	2	-32	-2	-57
CCC(C)NC(=O)C1(C)CCC(=O)N1CCc1ccc(OC)c(OC)c1 (stereo not given)	-1	1	-1	-12	-3	4	7	-2	-7	0
COc1ccc(N2CC(C(=O)Nc3ccccc3C(=O)NCc3ccco3)CC2=O)cc1 (stereo not given)	0	11	-1	-7	-5	1	0	-1	-2	-4
Cc1c(C#N)c2n(c1C)CCCC(=O)N2	-5	-9	1	6	6	5	-1	-2	0	0
Cc1cccc(C)c1NC(=O)C(c1ccc(C#N)cc1)n1c(=O)c(-c2ccco2)nc2ccccc21 (stereo not given)	-9	4	-260	0	-7	7	5	-102	-79	-158
Cc1sc2ncnc(N3CCCC(C)C3)c2c1C (stereo not given)	-9	7	14	-7	-4	-9	2	4	8	-4
O=C(c1cccs1)c1ccc(-c2cccs2)s1	-3	8	-123	11	-9	-2	-8	-379	-38	i
O=C(c1ccc2nc(N3CCOCC3)sc2c1)N1CCN(c2ccc(Cl)cc2)CC1	-6	0	-6	-4	1	2	-2	2	-4	-5
CN(C)c1ccc(/C=C2\NC(=S)N(Cc3ccccc3)C2=O)cc1	-21	9	2	-1	-5	6	-3	-48	4	-64
CCC(C)(C)n1nnnc1CN1CCSCC1	-1	-13	5	4	-1	4	0	3	-1	5
O=[N+]([O-])c1ccc(/C([O-])=C(/C(=S)NCc2ccco2)[n+]2ccccc2)cc1	0	1	-4	-8	10	-8	0	-10	-1	-9
CCNc1nc(NCC)n2c(SCC(=O)Nc3ccccc3F)nnc2n1	-2	-4	-4	0	-6	-20	2	3	8	4
CCSc1ncnc2sc3c(c12)CCC3	-8	-1	-2	-5	0	6	3	1	-2	2
CC(C)(C)NC(=O)C(c1c[nH]c2ccccc12)N(C(=O)Cn1nnc(-c2ccc(F)cc2)n1)c1cccc(O)c1 (stereo not given)	4	9	28*	3	-15	-7	-10	6	14*	2
CN(C(=O)OC(C)(C)C)c1ccc(-c2nc3ccccc3s2)cc1	7	6	i	-1	5	5	-7	-47	-120	-60
O=C1NC(Cc2ccc(O)cc2)c2nc3ccc(Cl)cc3c(=O)n2-c2cc(Cl)ccc21 (stereo not given)	2	-11	-12	-11	4	13	2	-30	-8	-48
O=C(NCCN1CCOCC1)c1cc(-c2cccs2)on1	-5	-10	-8	8	-5	1	-3	0	-3	0
COc1cc(CNCc2cccc(OC)c2OC)cc(OC)c1	-4	-14	1	-5	-2	-7	3	5	0	2
Cc1ccc(S(=O)(=O)N(OCc2ccccc2)C(C)C(=O)O)cc1 (stereo not given)	-4	0	-2	0	1	12	-5	1	-1	-3
COc1ccc(/C=N/NC(=O)CCCC(=O)NC2CCCCC2)cc1	-1	-1	0	-8	2	11	-5	1	-2	4
CSc1ccc(-c2sc(Nc3cccc4ccccc34)n[n+]2-c2ccccc2)cc1	-5	16	-10	7	10	5	-5	-1	1	-5
CN1C(=O)/C(=C/c2cccc([N+](=O)[O-])c2)C(=O)N1c1ccccc1	3	-6	4	1	5	7	-1	-6	-6	-8
CCOC(=O)C1(C)CCCN1C(=O)c1ccc(OC)cc1 (stereo not given)	-5	-2	9	-5	1	-10	-7	2	2	8
CCCCn1c(=O)[nH]c(=O)c2c1nc(-c1cc(Cl)c(OC)c(OC)c1)n2C	0	-18	-4	1	2	-6	11	3	-2	-6
C[C@H]1C2CC(OC(=O)Nc3ccc4c(c3)OCO4)C(C2)[C@H]2CCCCN21 (stereo not given in full)	0	/	4	/	-1	-8	1	7	2	1
COc1ccc(OC)c(NC(=O)NC2CCCc3ccccc32)c1 (stereo not given)	-4	5	1	7	-1	-1	1	-1	-4	-13
Cc1ccc(/C=C2\SC(=S)N(CCCC(=O)NNC(=O)c3ccccc3O)C2=O)cc1	2	5	5	3	8	-8	-1	1	0	-4
COc1ccc(S(=O)(=O)c2nnn(-c3cccc(Cl)c3)c2N)cc1	3	-3	16	-3	0	0	-5	2	5	0

Additional structures.
SMILES	DDE Tn7 FP inh	ASAP1 inh	ADAM10 inh	ARFGAP1 inh	SIAE inh	TDP2 inh	Tn6 DDE FP	PLCg1 inh	ADAM17 inh	PLCb3 inh
CCOC(=O)c1ccc(NC(=O)CC2SC3=NCCN3C2=O)cc1 (stereo not given)	3	-5	3	-2	5	3	5	1	1	-3
CC1CN(C(=O)Nc2ccc(Br)cc2Cl)CC(C)O1 (stereo not given)	-8	8	-1	-16	-1	-2	-3	5	2	0
Nc1[nH]n2c(=O)c3c(nc2c1N=Nc1ccccc1)CCCC3	0	-11	-1	-1	-2	0	-11	1	-3	4
Cc1cc(=O)c2n(Cc3ccc(Cl)cc3)nc[n+]2[nH]1	-13	2	4	4	7	-4	-1	2	0	2
O=C(NCc1ccncc1)C(=O)NCC1OCCN1S(=O)(=O)c1ccc(Cl)cc1 (stereo not given)	-9	-5	-1	15	-5	-32	5	3	4	-4
O=C(CSc1nc(-c2ccco2)cc(C(F)(F)F)n1)NCc1cccs1	7	1	11	1	2	6	6	-1	-2	-2
CCOc1ccccc1-c1nc(C(N)=O)c2[nH]c(=O)n(-c3cccc(C)c3)c2n1	-4	8	-49	-7	-4	-11	-5	-9	-10	-8
CCOc1ccc(NC(=O)C2CCN(C(=O)N3CCOc4ccccc43)CC2)cc1	-6	4	-2	0	5	-1	-3	4	3	2
Cc1ncsc1CCOC(=O)C1C2CC3CC(C2)CC1C3 (stereo not given)	3	-2	0	-3	9	1	1	0	1	3
COc1ccc(NC(=O)COC(=O)c2c(C)noc2C)c(OC)c1	3	-4	6	0	-6	3	-2	2	-1	2
COc1ccc(NC(=O)[C@H](C)NC(=O)[C@@H]2Cc3ccccc3CN2C(=O)OC(C)(C)C)cc1	0	-2	5	6	6	-11	1	6	3	-3
O=C(CSc1nnc(NC(=O)c2c(F)cccc2F)s1)NC1CC1	3	-1	2	-7	-2	10	0	-1	0	-2
COc1cccc2c1C(CCCC(=O)O)CCC2 (stereo not given)	5	-5	-15	3	-5	2	-5	-5	-6	-12
